Compound activity as filed in PubChem BioAssay.
p53 reactivation: restores transcriptional activity of mutant p53. H1299 p53-A138V BP100-luciferase reporter, luminescence, 24 h. Potency, µM (highest dose often 92.2 µM), inactives show top-dose activity change, positive = activation, usual class: activators. hit rate 0.063% among 320,000. AID 504706; further: potency means the concentration at half of the fitted maximal effect; % of control where 0% means no effect; nearly all actives have a fitted effect of over 45% in size
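p53-null H1299 cells stably carrying temperature-sensitive p53-A138V and a BP100-luciferase reporter were pinned with compounds (4-point, 1:5 series) and held 24 hrs at 37 deg C. Luminescence was read 10 min after detection reagent.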
Integrin act MD: activators of alpha7 integrin expression for muscular dystrophy. alpha7betagal myoblasts, beta-gal FDG fluorescence, 48 h. Potency, µM (highest dose often 38.3 µM), inactives show at the top dose activation, hits mostly activators. hit rate 0.064% among 350,000;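 further: potency means the concentration at half of the fitted maximal effect; 100% = response of the positive control SU9516; nearly all actives have a fitted effect of over 60% in size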
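alpha7betagal+/- myoblasts (passage 13, 250/well) treated 48 h at 37C with compounds at 1:260 dilution of DMSO stock. Lysed, then beta-galactosidase activity read as FDG fluorescence (ex 480/em 540) after 30 min, with pre-read for autofluorescence.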
BRCA1 expr act: increases BRCA1 expression; MCF7-BRCA1-FFLuc reporter, luminescence, 48 h; response scale: scaled: vehicle 0%, 10 µM genistein 100%; Potency, µM (doses to about 46.1 µM), for the others: at the top dose activation, usual class: activators; hit rate 1.1% among 380,000; AID 624202; further: potency means the concentration at half of the fitted maximal effect; nearly all actives have a fitted effect of over 80% in size; some results filed as inactive show a strong effect at the top dose
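Activators of BRCA1 expression were detected as increased firefly luciferase luminescence in engineered MCF7 cells after 48 h compound incubation. Signals were scaled to genistein 10 microM as full activation.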
B2AR arrestin: recruits beta-arrestin to the human beta2-adrenergic receptor. hit rate 0.02% among 330,000. AID 492947. Potency, µM (top dose mostly 46.1 µM), for inactives: at the highest dose activation, usual class: activators. beta-arrestin recruitment to beta2AR, cell-based reporter. P07550;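 further: potency means the concentration at half of the fitted maximal effect; 0% = DMSO controls and full agonism = EC100 isoproterenol or metaproterenol; nearly all actives have a fitted effect of over 65% in size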
TCR activator: T cell receptor activation; primary human leukocytes, anti-CD3, IL-2 HTRF, 48 h; Potency, µM (highest dose often 9.22 µM), for the others: top-dose activation of IL-2 secretion, hits mostly activators; 330,000 tested, under 10 active; further: % of control where 0% means no effect
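IL-2 release read by HTRF sandwich (Eu cryptate donor, d2 acceptor, 665 nm emission) after 48 hr exposure of primary human leukocytes to compound together with anti-CD3 beads in the absence of co-stimulatory signals.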
CXXC DNA block: MLL CXXC-DNA interaction inhibition | MLL-CXXC / FITC-HOXA9 DNA fluorescence polarization | AID 2662 | hit rate 0.037% among 290,000 | Potency, µM (titrated, usually from 115 µM), inactives show top-dose activity change, negative = inhibition, most hits filed as inhibitors; active means well fitted inhibition curve with a large enough effect in the polarisation, with a control signal flat, not every such curve was filed as active; inconclusive means small, poorly fitted or top-dose-only effect, or effect the other way, or a change in a side signal; inactive means no such curve, though single readings can be large or run the other way; the % refers to the polarisation; further: potency means the concentration at half of the fitted maximal effect
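Purified MLL-CXXC (added from a 7 uM solution) was preincubated 5 min at ambient with pinned compounds in 50 mM Tris-HCl pH 7.5, 50 mM NaCl, 1 mM DTT, 0.05% BSA. Fluorescein-labeled HOX-A9 DNA (50 nM solution) followed, 30 min, then polarization read.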
ELG1 DNA repair: ELG1-dependent DNA repair inhibition; HEK293T ELG1-luciferase reporter, luminescence, 16 h; DNA damage induced by 5-fluorouridine; Potency, µM (doses to about 46.1 µM), without a hit: top-dose activity change, negative = inhibition, hits mostly inhibitors; hit rate 2.3% among 330,000; AID 504467; further: potency means the concentration at half of the fitted maximal effect; on the % scale 0 is the no-effect control and ±100 the full control effect; nearly all actives have a fitted effect of over 55% in size
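Overnight (16 hr) co-exposure of 2,000 cells/well to 5-fluorouridine and compound at 37 °C preceded detection. Luciferase was quantified via ONE-Glo luminescence; loss of signal denotes inhibition.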
A-T KAP1 phos: candidate therapy for ataxia-telangiectasia | […] A-T fibroblasts, KAP-1 phosphorylation AlphaLISA; neocarzinostatin DNA damage 30 min before lysis | Potency, µM (titrated, usually from 57.5 µM), inactives show top-dose activation, most hits filed as activators | hit rate 0.19% among 320,000; further: potency means the concentration at half of the fitted maximal effect; % of control where 0% means no effect; nearly all actives have a fitted effect of over 45% in size
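ATM-like activity read as KAP-1 phosphorylation via AlphaLISA donor/acceptor antibody pairs after lysis and 6 hr at 25C. Cells were ATM-null patient fibroblasts ([…], hTERT), dosed 60 min, then exposed to the DSB inducer NCS for 30 min.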
TRPV1 ag: activates the human vanilloid receptor TRPV1. Q8NER1. TRPV1-expressing cells, Fluo-8 calcium influx, agonist mode. activation, % at 8.33 µM. hit rate 0.19% among 320,000; in the data active means activation above about 80%; inconclusive means between about 30% and that limit; further: 0% is about no effect
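TRPV1-expressing cells were cultured overnight at 35.5C and loaded with Fluo-8 calcium dye for 40 to 90 min at room temperature. After a 10 s baseline, compound was added and calcium influx was read kinetically for 3 min (ex 480/em 520 nm).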
TSG101-PTAP inh: blocks PTAP/TSG101 interaction to inhibit HIV-1 budding; Q99816; Fluorescence polarization, FITC-PTAP peptide / Tsg101 binding; Potency, µM (highest dose often 115 µM), inactives show top-dose activity change, negative = inhibition, usual class: inhibitors; 340,000 tested, under 10 active; active means well fitted inhibition curve with a large enough effect in the main read-out, with a control signal flat, not every such curve was filed as active; inconclusive means small, poorly fitted or top-dose-only effect, or effect the other way, or a change in a side signal; inactive means no such curve, though single readings can be large or run the other way; further: potency means the concentration at half of the fitted maximal effect; % of control where 0% means no effect
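Fluorescence polarization binding of Tsg101 binding domain (10 uM final) to FITC-labeled PTAP peptide (50 nM final) in HEPES pH 7.5 buffer with NaCl, Tween 20, EDTA, TCEP. Compounds added before peptide; binding 20 min at RT.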
Active calls of the source: *; ? = inconclusive; . = no result given; [ ] = another dose, or the depositor's remark. Unless noted, the call rests on the fitted dose curve; in most records, active means well fitted curve in the direction sought with a large enough effect; inconclusive means small, poorly fitted or top-dose-only effect, or another doubt; inactive means no such curve, though single readings can be large; an effect the other way counts as inactive or inconclusive.

Molecule | p53 reactivation | Integrin act MD | BRCA1 expr act | B2AR arrestin | TCR activator | CXXC DNA block | ELG1 DNA repair | A-T KAP1 phos | TRPV1 ag | TSG101-PTAP inh
O=C(c1ccc2nccnc2c1)N1CCCC(Nc2ccc(F)c(F)c2)C1 (stereo not given) | -4% | -21% | -12% | -0.9% | -11% | -18% | 7% | 29% | 9 | -2%
O=C(O)c1cccc(S(=O)(=O)NNc2ccccc2C(F)(F)F)c1 | -1% | -2% | -19% | 0.6% | -4% | -6% | ? | 5% | -4 | -7%
Nc1ncncc1-c1ccc(Cl)cc1 | 0% | 15% | 2% | -0.6% | 7% | 0% | 9% | 9% | 1 | 0%
COC1=CCC2([N+](=O)[O-])CN(CC(=O)O)CC1([N+](=O)[O-])C2 (stereo not given) | -6% | 14% | -20% | -1.7% | 1%[46.1 µM] | 3% | 2% | 1% | -2 | 0%
CCOP(=O)(CN(CC)C(=O)c1ccccc1Br)OCC | 1% | 23% | 1% | -0.3% | 3% | 2% | -5% | 10% | 0 | -3%
O=C(CSc1nc2ccccc2o1)Nc1ccccc1N1CCOCC1 | 8% | 3% | -3% | -0.1% | -2% | -6% | -17% | 0% | 8 | -3%
COc1cc(/C=N/NC(=O)c2ccncc2)c([N+](=O)[O-])cc1OC | 2% | -13% | -8% | -0.2% | 0% | -10% | -5% | -13% | 0 | -1%
O=C(CSc1nnnn1-c1ccccc1)Nc1ccccc1 | ? | 0% | -23% | 4.0% | . | -2% | 3% | 5% | -3 | -2%
CCOC(=O)N1CCC(NC(=O)c2cccc3c2C(=O)N(Cc2cccnc2)C3)CC1 | -3% | 0% | -23% | -0.9% | 5% | -3% | 0% | -1% | 2 | -3%
O=C(CSc1nc(Nc2ccccc2)nc(N2CCOCC2)n1)Nc1ccccc1Cl | -7% | -6% | -61% | -0.2% | -2% | 19% | ? | -5% | -1 | -9%
COC(=O)c1ccc(NC(=O)Cc2ccc(F)cc2)cc1 | -4% | 2% | 44% | 0.0% | 0% | 1% | -1% | -1% | 9 | -4%
O=Cc1cc(Br)c(OC(=O)N2CCOCC2)c(Br)c1 | 12% | 0% | 18% | -0.9% | 5% | 2% | -3% | -7% | 1 | 0%
O=[N+]([O-])c1cccc(/C=C/c2nc[nH]c2[N+](=O)[O-])c1 | 1% | -23% | 34% | 0.5% | -2% | 9% | 18% | 2% | 1 | 0%
CCC(c1nnnn1C(C)(C)CC)N(CCCN1CCOCC1)Cc1cc2cccc(C)c2[nH]c1=O (stereo not given) | 2% | -48%[inhibitor] | -8% | 0.7% | 6% | -5% | 0% | -1% | -1 | -6%
Cn1c(=O)n(C)c2cc(NS(=O)(=O)c3ccc(Br)s3)ccc21 | -5% | ? | -75%[inhibitor] | 0.0% | -5% | 5% | ? | -6% | 4 | -4%
C/C(Cn1nnc([N+](=O)[O-])n1)=N\NC(=O)c1ccc(O)cc1 | 10% | -19% | 0% | -0.5% | 3% | 8% | ? | 8% | ? | 0%
CCOC(=O)COc1ccccc1/C=C1\NC(=O)NC1=O | 1% | -29% | -16% | -0.3% | 5% | 8% | 1% | 0% | -3 | -1%
COC(=O)c1ccccc1NC(=O)Nc1cccc(C)n1 | 4% | 4% | 12% | -0.6% | 1% | -3% | 6% | 6% | -3 | -4%
CCOc1ccc(NC(=O)CCC(=O)NNC(=O)NC2CCCCC2)cc1 | -7% | 20% | -30% | 0.1% | 0% | 14% | 13% | 19% | 2 | .
CCOC(=O)C1CN(S(=O)(=O)c2ccc(OC)cc2)c2ccccc2O1 (stereo not given) | 4% | 20% | 13% | 0.2% | -3% | -6% | -7% | 7% | 2 | -8%
FC(F)(F)c1cnc(N/N=C/c2ccncc2)c(Cl)c1 | -2% | ? | 0% | -0.3% | 6% | -1% | 7% | -18% | 9 | 5%
CCOC(=O)c1sc(NC(=O)CNC(=O)Cn2cnc3sc(C)c(C)c3c2=O)nc1C | -9% | -9% | -10% | 0.0% | -5% | 17% | 0% | 7% | 1 | -1%
COc1ccc(NC(=O)CN2CCN(c3nc(-c4ccc(F)cc4)cs3)CC2)c(OC)c1 | -3% | -12% | -31% | 0.1% | -4% | -5% | -14% | 1%[11.5 µM] | ? | -7%
CCCn1c(N2CCN(CC(=O)c3c(C)n(C)c4ccc(OC)cc34)CC2)nc2c1c(=O)[nH]c(=O)n2C | -3% | 7% | -46% | -0.3% | 1% | 0% | 1.5µM* | 0% | -4 | 1%
Cc1ccc2nc(SC(C)C(=O)N3CCCCC3)[nH]c2c1 (stereo not given) | 2% | 25% | 65% | -0.1% | -2% | 8% | ? | 3% | 22 | -2%
CC(Oc1ccc2c(-c3ccccc3)cc(=O)oc2c1)C(=O)NCCN1CCOCC1 (stereo not given) | -6% | -40%[inhibitor] | -7% | 0.0% | 3% | 6% | 0% | 3% | 2 | -1%
CCOc1cc(CNc2ccc3c(c2)OCCO3)cc(Br)c1OCC | ? | -12% | -71% | -0.4% | 1% | 3% | ? | -6% | 4 | -9%
O=C(NCCN1CCOCC1)c1cccc(S(=O)(=O)NCc2ccccc2)c1 | -1% | -4% | -5% | -0.2% | 3% | . | 24% | 12% | 1 | -2%
O=c1[nH]c(CCl)nc2cc(-c3ccc(F)cc3)sc12 | ? | -59%[inhibitor] | 3% | -0.2% | 3% | 10% | ? | -3% | 8 | -3%
Cc1ccc2ccc3ccc(C)nc3c2n1 | 13% | . | -62% | -0.3% | -6% | 18% | -8% | -6% | 8 | -1%
CC1CCCN(c2cc3c(cc2[N+](=O)[O-])C(=O)N(c2ccccc2)C3=O)C1 (stereo not given) | 2% | 5% | -3% | 0.5% | -3%[46.1 µM] | -11% | 8% | -2% | 0 | 0%
CC(=O)Nc1cccc(NC(=O)CCNC(=O)c2ccc(Cl)cc2)c1 | -4% | 17% | 25% | -0.1% | 6% | -2% | 6% | 10% | -3 | -2%
COc1ccc(OC)c(/C=N/NC(=O)CCc2c(C)n[nH]c2C)c1 | -1% | 0% | -18% | -0.9% | -4% | 5% | 21% | -2% | ? | -6%
O=C(Nc1ccc(-c2nc3ccccc3[nH]2)cc1)c1c(F)c(F)c(F)c(F)c1F | 11% | ? | 12% | 0.3% | 3% | 20% | -19% | 1% | 0 | -1%
COc1ccc(CC(=O)Nc2nc(-c3ccccc3)c(C(C)=O)s2)cc1OC | -9% | 0% | -47% | 0.0% | 5% | -11% | 18µM* | 4% | ? | -9%
CCc1ccccc1NC(=O)CSC1=C(C#N)C(c2ccc3c(c2)OCO3)C2=C(CCCC2=O)N1 (stereo not given) | 10% | -32% | -38% | 0.0% | -2% | -1% | ? | 0% | 0 | -10%
C[C@H](CO)N1C[C@H](C)[C@@H](CN(C)S(C)(=O)=O)Oc2ccc(NC(=O)c3ccncc3)cc2C1=O | 0% | -12% | -2% | -0.4% | 3% | . | 18% | 4% | . | 1%
Cn1ncc2c(Nc3ccc(-c4ccccc4)cc3)ncnc21 | 7% | -4% | 93% | -0.6% | 0% | 0% | ? | 2% | ? | -1%
COc1ccc(C)cc1NC(=O)CN1C(=O)COc2ccc(C)cc21 | . | 11% | -5% | 13% | . | 0% | -10% | . | 15 | -2%
COC(=O)C1CC2=C(CCCC2=O)N(Cc2ccccc2)C1=O (stereo not given) | . | -3% | -3% | . | 7% | . | . | . | . | -3%
COc1ccc(NC(=O)Nc2ccccc2C)c(OC)c1 | 9% | 15% | 0% | 0.1% | 7% | 4% | -6% | 4% | -1 | 1%
CCOc1ccc(S(=O)(=O)NCC(=O)NC2CCCCC2)cc1 | 13% | -37% | -4% | -0.7% | -33% | . | 4% | 8% | 5 | -5%
Cc1noc(C)c1COc1ccc(C(=O)OCC(=O)NC2CCCCC2C)cc1 (stereo not given) | -9% | -3% | -21% | -0.1% | -5% | -1% | 0% | -6% | 2 | 2%
CCOc1ccc(OCC(=O)Nc2cccc(S(=O)(=O)NC3=NCCC3)c2)cc1 | . | -13% | 0% | . | 0% | . | . | . | . | -2%
O=C(Nc1ccc2c(c1)OCCO2)c1ccc(Cl)c(S(=O)(=O)N2CCOCC2)c1 | 3% | 5% | 2% | 0.0% | . | -1% | ? | -3% | ? | .
Cc1cccc(C)c1NC(=O)CSc1nnc(-c2ccco2)c(-c2ccco2)n1 | 10% | -22% | -30% | 0.0% | 0% | -26% | -6% | -10% | -2 | -2%
NC(=O)CC(NC(=O)c1ccccc1)c1ccc(NCC2CC2)c([N+](=O)[O-])c1 (stereo not given) | -3% | 11% | -5% | -0.3% | 5% | -4% | -3% | -41% | 1 | -4%
Cc1cc(-c2nnc(SCCC(=O)Nc3ccccc3)o2)no1 | -2% | -17% | -11% | 0.0% | -3% | 6% | ? | 9% | 0 | -5%
CN(C)S(=O)(=O)n1cnc2ccccc21 | 7% | 19% | 7% | 0.1% | 4% | 5% | -12% | 5% | 2 | 1%
COc1ccc(C(=O)/C=C/C(=O)N(CC(=O)NC2CCCCC2)Cc2ccc(F)cc2)c(O)c1 | -12% | 4% | -58% | -0.4% | . | 3% | ? | -5% | 28 | -5%
Cc1cc(Br)c(S(=O)(=O)NCc2ccncc2)cc1C | . | -30% | -41% | -0.2% | 3% | -12% | ? | 0% | 3 | -4%
